Assay outcomes from PubChem.
RBX1-CUL1 inh: inhibitors of human ROC1-CUL1 ubiquitin ligase activity; E3 ubiquitin-protein ligase RBX1 (Homo sapiens) + Cullin-1 (Homo sapiens), P62877+Q13616; in vitro K48 di-Ub FRET, acceptor:donor ratio, 45 min; inhibition, % at 10 µM; hit rate 0.6% among 140,000; in the data active = inhibition above about 25%
Target sequence (P62877 whole entry, looked up): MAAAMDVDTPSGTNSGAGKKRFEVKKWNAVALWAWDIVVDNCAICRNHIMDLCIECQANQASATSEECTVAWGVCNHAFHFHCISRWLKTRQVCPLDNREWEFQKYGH
Target sequence (Q13616 whole entry, looked up): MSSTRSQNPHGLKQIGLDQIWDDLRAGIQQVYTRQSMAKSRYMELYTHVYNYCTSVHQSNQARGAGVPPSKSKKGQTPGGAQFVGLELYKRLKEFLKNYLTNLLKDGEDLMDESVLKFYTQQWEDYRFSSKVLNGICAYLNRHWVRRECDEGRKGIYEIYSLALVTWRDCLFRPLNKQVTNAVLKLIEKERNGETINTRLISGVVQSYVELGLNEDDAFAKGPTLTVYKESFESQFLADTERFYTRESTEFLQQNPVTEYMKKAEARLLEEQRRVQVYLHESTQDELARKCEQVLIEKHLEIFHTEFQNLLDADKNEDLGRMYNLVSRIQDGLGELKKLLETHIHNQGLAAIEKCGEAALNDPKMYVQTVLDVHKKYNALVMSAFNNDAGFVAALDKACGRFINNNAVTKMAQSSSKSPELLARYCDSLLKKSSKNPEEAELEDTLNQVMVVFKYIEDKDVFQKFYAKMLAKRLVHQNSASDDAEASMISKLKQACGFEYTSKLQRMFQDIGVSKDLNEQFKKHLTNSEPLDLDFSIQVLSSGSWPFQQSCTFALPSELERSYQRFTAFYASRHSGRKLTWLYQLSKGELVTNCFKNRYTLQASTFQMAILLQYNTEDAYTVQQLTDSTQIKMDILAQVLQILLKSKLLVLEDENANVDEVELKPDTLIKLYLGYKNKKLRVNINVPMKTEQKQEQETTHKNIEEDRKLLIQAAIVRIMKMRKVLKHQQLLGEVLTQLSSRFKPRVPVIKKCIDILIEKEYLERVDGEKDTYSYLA
* = called active by the depositor.

entry	compound	RBX1-CUL1 inh
1	Cc1ccc2c(=O)cc(C(=O)Nc3ccc(S(=O)(=O)N4CCCCC4C)cc3)oc2c1C (configuration not stated)	-7.1
2	CC(=O)N1CCC(C(=O)N2CCCC(CCc3ccccc3C)C2)CC1 (configuration not stated)	13.9
3	Cc1ccc2oc(=O)c3cc(C(=O)NCc4ccc(Cl)cc4)sc3c2c1	-0.2
4	COc1ccccc1NC(=O)CSc1nnc2c3ccccc3n(C)c2n1	1.6
5	CCN(Cc1ccccc1)Cc1nc(-c2cccc(OC)c2OC)oc1C	-2.7
6	CC(=O)C1=NN(c2ccccc2)C2(SCC(=O)N2c2ccccc2)S1 (configuration not stated)	11.6
7	CCN1CCN(c2nc3c(S(=O)(=O)c4ccc(C)cc4)nnn3c3ccsc23)CC1	2.3
8	CCn1c(SCC(=O)Nc2c(C)cccc2C)nnc1-c1nonc1NC(C)=O	3.0
9	Nc1ccc2nc(-c3ccccc3C(=O)O)[nH]c2c1	-0.9
10	CCOc1ccc2nc(N3CCC(NC(Cn4cccn4)c4ccccc4)CC3)nc(C)c2c1 (configuration not stated)	-2.7
11	COCCOC(=O)c1c(C)n(S(=O)(=O)c2ccc(C)cc2)c2ccc(NS(=O)(=O)c3ccc(C)cc3)cc12	0.8
12	Cc1cccc(NC(=O)CSc2nnc(COc3ccc(Cl)cc3)o2)c1	3.1
13	CCOc1ccc(N2CC(NC(=O)c3ccc(S(=O)(=O)N4CCCCC4)cc3)CC2=O)cc1 (configuration not stated)	13.1
14	Cc1ccc(C(=O)COC(=O)c2cccc3ccccc23)cc1C	-2.0
15	O=C1c2ccccc2-c2onc3c(N4CCN(C5CCCCC5)CC4)cc(NCCO)c1c23	1.4

(more compounds)
entry	compound	RBX1-CUL1 inh
16	CCC1C(N2CCC(C(=O)Nc3ccccc3C(=O)OC)CC2)NS(=O)(=O)C1c1ccc(C)cc1 (configuration not stated)	7.5
17	CC(=O)CSc1nnc(-c2cnn(-c3ccccc3)c2N)n1-c1ccccc1	-7.5
18	COc1ccc(S(=O)(=O)N(CC(=O)NCCSc2ccccn2)c2cc(Cl)ccc2OC)cc1OC	5.6
19	N#Cc1c(N)ncnc1-c1ccccc1	7.3
20	CN(C)c1nc(N)c2ncc(=O)n(C)c2n1	3.9
21	COc1cccc(CNC(=O)C2=C(C)C(=O)OC23CCN(C(C)=O)CC3)c1OC	-3.5
22	CSc1ncccc1C(=O)N1CCC(C(Cc2ccccc2)N(C)C(=O)c2ccsc2)CC1 (configuration not stated)	-4.3
23	NC(=O)C1(S(=O)(=O)c2ccccc2)CCCCC1	4.4
24	Cn1c(C2CCC2)nc2cc(C(=O)NCc3nc4c(s3)CCCC4)cc(NC(=O)C3CCCO3)c21 (configuration not stated)	-3.4
25	CN1C(=O)COc2ccc(-c3cn(C)c(=O)c4ccccc34)cc21	2.1
26	COc1ccc(C2c3cccc(Cl)c3C(c3cccs3)c3cccc(Cl)c32)cc1 (configuration not stated)	2.6
27	Cc1ccc(N2CCN(c3ccc(NCc4nc5ccccc5n4C)cc3)CC2)cc1	-3.0
28	N#CCn1cc(/C=N\NC(=O)c2cc3c(ccc4ccccc43)o2)c2ccccc21	-8.8
29	N#CSC(CNS(=O)(=O)c1ccccc1)c1ccccc1 (configuration not stated)	-3.2
30	COc1ccc(OC)c(C(=O)CSc2ncc3c(n2)-c2ccccc2N(Cc2ccccc2C)S3(=O)=O)c1	3.1

As entered above.
Result for #9 under RBX1-CUL1 inh: -0.9
Result for #29 under RBX1-CUL1 inh: -3.2
Result for #5 under RBX1-CUL1 inh: -2.7
Result for #17 under RBX1-CUL1 inh: -7.5

Going on with the list:
entry	compound	RBX1-CUL1 inh
31	CC(C)CCNC(=O)Cc1ccc(NC(=O)N2CCCCc3ccccc32)cc1	-0.6
32	CC(NC(=O)Cn1c(-c2cccs2)cc2cc(F)ccc21)c1ccccc1 (configuration not stated)	-1.3
33	COC(=O)c1c(NC(=O)CCCOc2ccc(C)cc2)sc2c1C(C(=O)OC)CC2 (configuration not stated)	14.6
34	Cc1nn(Cc2ccc(C(=O)Nc3sc(C(=O)OC(C)C)c(C)c3C(=O)OC(C)C)o2)c(C)c1Cl	-1.8
35	Cc1ccc(-n2nnnc2SCC(=O)N2CCCCC2)cc1Cl	1.5
36	O=C(CN1CCN(Cc2ccc(Cl)cc2)CC1)NC1CCCCC1	2.3
37	O=C(OCc1ccccc1NC(=S)c1cccs1)c1cccs1	-0.8
38	Cc1nn(C)c(-c2n[nH]c(=S)n2-c2ccc(F)cc2)c1Cl	-4.6
39	COc1cccc(C2C(C(=O)Nc3ccc(Cl)cc3)C(C)=Nc3c(C(=O)Nc4ccccc4)cnn32)c1OC (configuration not stated)	6.6
40	Cc1cc(N=Cc2cccc([N+](=O)[O-])c2)cc(C)c1O	-2.0
41	CCOc1ccc2nc(N3CCCC(C(=O)Nc4cccc(Cl)c4C)C3)sc2c1 (configuration not stated)	-8.9
42	CO[C@H]1[C@H](NC(=O)c2ccco2)c2ccccc2C12CCN(Cc1cc(C(C)C)n[nH]1)CC2	-0.2
43	CCOc1cccc(/C=N\NC(=O)CSc2nc3ccccc3n2Cc2ccccc2Cl)c1O	-10.3
44	Cc1cccc(S(=O)(=O)CC(=O)c2ccc(OCc3ccc(Cl)c(Cl)c3)cc2)c1	0.1
45	O=C1N(Cc2cccc(Cl)c2)C[C@@H]2C[C@@H](c3cccc(OCCO)c3)N3CCC[C@@]123	8.0

Going on with the list.
entry	compound	RBX1-CUL1 inh
46	CC(Oc1ccccc1)C(=O)Nc1c(Cl)cccc1Cl (configuration not stated)	-7.0
47	Cc1ccc(-n2c(=S)[nH]c3sc4c(c3c2=O)CC(C)(C)OC4)cc1	7.2
48	COc1ccc(N(C(=O)CCc2ccccc2)c2nc(-c3ccc(C)cc3)c(C)s2)c(OC)c1	4.1
49	CCOC(=O)c1c(NC(=O)CN2CC(C)OC(C)C2)sc2c1CCCC2 (configuration not stated)	3.5
50	N#Cc1nc(-c2ccc(COc3ccccc3)o2)oc1N1CCN(c2ccccc2)CC1	-0.7
51	C/C=C(\C)CN1CCc2onc(-c3ccccc3)c2C1	14.0
52	C/C(=N\n1cc(-c2ccccc2)nc1N=Cc1cc(Cl)ccc1O)c1ccccc1	11.0
53	CCNc1nc(SC(C)C(=O)Nc2ccccc2)nc(N2CCOCC2)n1 (configuration not stated)	-5.3
54	COc1ccccc1C1Nc2cc(C(C)(C)C)cc(C(C)(C)C)c2O1 (configuration not stated)	-7.2
55	C=CCOc1ccccc1-c1nc2c(cnn2C2CCCC2)[nH]1	8.7
56	O=C(CC(=O)c1ccccc1O)c1cccs1	1.9
57	O=C(COC(=O)c1ccc(Cl)c(Cl)c1)c1ccc2c(c1)OCCO2	7.6
58	COc1cccc(CNc2ccc(S(N)(=O)=O)cc2)c1OC	0.3
59	COc1c(C)c(OC(C)C)cc2c(=O)c(=O)c12	-2.5
60	Cc1ccc(Cn2nnc3c(=O)[nH]c(C4CCN(C(=O)Cc5ccccc5F)CC4)nc32)cc1	8.0

Going on with the list:
entry	compound	RBX1-CUL1 inh
61	CCc1c(C)sc2c1CCN(C(=O)Nc1ccccc1C(=O)OC)C2c1ccc(F)cc1 (configuration not stated)	-8.1
62	CCNC(=O)N1CCCC(CCc2ccccc2)C1 (configuration not stated)	-8.2
63	COc1ccc(N2C(=O)CCC([N+](=O)[O-])=C2C)cc1	11.1
64	C[C@H](NC(=O)OC(C)(C)C)c1nnc(SCc2ccc(Cl)cc2Cl)o1	-10.6
65	Cc1ccccc1C(=O)Nc1ccc(-c2nnc(SCC(=O)Nc3ccc(F)cc3)n2C)cc1	-10.0
66	CC(=O)Nc1ccc(NS(=O)(=O)c2cc(Br)cc3c2N(C(=O)C2CC2)CC3)cc1	-4.3
67	CC#CCN1C(=O)NC(CCc2ccccc2)(C2CCN(Cc3ccc(C(=O)OC)cc3)CC2)C1=O (configuration not stated)	-6.4
68	c1cc(-n2cnnn2)cc(-n2cnnn2)c1	4.7
69	CC(C)c1ccc(-c2cn3ccccc3n2)cc1	-11.7
70	O=C(N/N=C/c1ccc2c(c1)OCO2)C1CC1	0.1
71	CC1CCCCN1C(=O)Cn1cc(C(=O)C(F)(F)F)c2ccccc21 (configuration not stated)	-6.1
72	CN=C1CC=C(Br)C=C(C(=O)/C=C/c2ccc(Cl)cc2Cl)C1=O	4.1
73	CCN1CCN(C2(C(=O)NCc3ccccn3)Cc3ccccc3C2)CC1	4.0
74	Cc1ccc(Oc2c(C(F)(F)F)oc3cc(OCC(=O)NC4CCCCC4)ccc3c2=O)cc1	15.5
75	CCOc1cc2sc(N3CCC(C(=O)Nc4ccc(C)cc4)CC3)nc2cc1Br	-10.4

Additional structures follow:
entry	compound	RBX1-CUL1 inh
76	Cc1nc(-c2ccncc2)ncc1C(C)NC(=O)c1ccnn1C (configuration not stated)	7.5
77	Cc1ccc(CSc2nnc(-c3ccc(C)cc3)o2)cc1	-6.0
78	O=C(NCc1ccccn1)c1c(F)cccc1F	-20.3
79	Cc1nc(N2CCCCCCC2)ncc1C(C)NCc1ccccc1 (configuration not stated)	2.6
80	NC(=O)c1cc2cc(Br)ccc2oc1=Nc1ccc(Cl)cc1	12.3
81	CN1C(=O)/C(=C\c2ccc(N(C)C)cc2)N=C1SCC(=O)Nc1ccc(Cl)cc1	3.0
82	C=CCOc1ccc(C2C(C(=O)OCC)=C(C)N=c3s/c(=C/c4cc(Br)cc(OC)c4O)c(=O)n32)cc1OCC (configuration not stated)	-1.1
83	COc1ccc(CC(=O)NC(NC(=S)Nc2c(Cl)cccc2Cl)C(Cl)(Cl)Cl)cc1OC (configuration not stated)	1.3
84	Cc1ccccc1CN1CCC(C(=O)O)CC1	6.0
85	COc1ccccc1OCCNC(=O)NCCCCCCNC(=O)NCCOc1ccccc1OC	2.4
86	CCOC(=O)COc1cc(Cl)c(/C=C2\C(=O)N(CCC#N)N=C2C)cc1OCC	-12.4
87	On1nnc2c3ccccc3c3ccccc3c21	5.3
88	CN(C)CCNC(=O)c1ccc2nc(Cc3ccccc3)oc2c1	0.4
89	O=C(COC(=O)c1ccc2c(c1)C(=O)N(c1ccc(O)cc1)C2=O)c1ccc(Cl)cc1	4.8
90	Fc1cccc(CN2CCN(c3nc4nonc4nc3N3CCSCC3)CC2)c1	-2.2

Next records follow:
entry	compound	RBX1-CUL1 inh
91	CCOCCCn1c(=N)c(C(=O)NCc2cccnc2)cc2c(=O)n3ccccc3nc21	3.1
92	COCCn1c(C)cc(CC2=NC(=S)N(C)C2=O)c1C	-3.1
93	CCCCN(C)c1ccc([N+](=O)[O-])cc1	-4.4
94	Cc1ccc(N2C(=O)C3CC(c4ccccc4)=C4C5C=CC(C6C(=O)N(c7ccc(C)cc7)C(=O)C56)C4C3C2=O)cc1 (configuration not stated)	-0.4
95	CCCCCCCCN1C(=O)C(C=Nc2cc([N+](=O)[O-])ccc2OC)C(=O)N(CCCC)C1=O (configuration not stated)	0.9
96	Oc1ccc2c(-c3ccccc3)c(-c3ccccc3)oc2c1	2.5
97	CCOC(=O)C1C(C)=NC(=O)NC1c1ccc(OC)c(CN2CCOCC2)c1 (configuration not stated)	-5.7
98	O=C(Nc1cccc(Cl)c1)c1ccc2nc(CCc3ccccc3)oc2c1	0.4
99	C=CC1Oc2cc([N+](=O)[O-])ccc2NC12C=C(C(C)(C)C)C(=O)C(C(C)(C)C)=C2 (configuration not stated)	-1.6
100	Cc1nc2ccc(S(=O)(=O)NC(CC(C)C)C(=O)NCc3ccc(Cl)cc3)cc2s1 (configuration not stated)	2.6
101	CCCc1cc(C(=O)N2CCN(c3ccc(F)cc3)CC2)cs1	10.6
102	CCn1nc(C)cc1-c1nnc2sc(Cc3ccccc3)nn12	-4.7
103	CCOc1cccc(C(=O)C2C(=O)C(=O)N(CCCn3ccnc3)C2c2cccs2)c1 (configuration not stated)	-1.5
104	c1cc2nsnc2cc1CN1CCCC(Nc2ccc3c(c2)OCO3)C1 (configuration not stated)	2.6
105	COc1ccc(CNS(=O)(=O)Cc2ccccc2C)cc1	3.9

Numbers 102 through 105, quoted:
entry	compound	RBX1-CUL1 inh
102	CCn1nc(C)cc1-c1nnc2sc(Cc3ccccc3)nn12	-4.7
103	CCOc1cccc(C(=O)C2C(=O)C(=O)N(CCCn3ccnc3)C2c2cccs2)c1 (configuration not stated)	-1.5
104	c1cc2nsnc2cc1CN1CCCC(Nc2ccc3c(c2)OCO3)C1 (configuration not stated)	2.6
105	COc1ccc(CNS(=O)(=O)Cc2ccccc2C)cc1	3.9

(cont.)
entry	compound	RBX1-CUL1 inh
106	Cc1[nH]c2nc3ccccc3n2c(=O)c1Cc1ccccc1Cl	-1.9
107	CN(C)C1(CNC(=O)c2ccc(C3CCCN3)s2)CCCCC1 (configuration not stated)	1.2
108	COc1ccccc1NC(=O)N(Cc1nnc2n1CCCCC2)c1ccc(F)cc1	5.4
109	O=C(c1ccccc1)c1cc(Cl)ccc1N=CC1C(=O)CC(c2ccco2)CC1=O (configuration not stated)	3.7
110	COC(=O)C1C2C=CC(C3CC23)C1C(=O)OCC(=O)c1ccc(OC)cc1 (configuration not stated)	-4.6
111	O=c1[nH]nc(-c2ccccc2Cl)o1	4.7
112	COc1ccc(NC(=O)c2ccc3c(=O)n4nc(Nc5ccccc5C)sc4nc3c2)cc1Cl	-0.1
113	CC(=O)C1CCCN(C(=O)CN2CC3(CCCCC3)CC2=O)C1 (configuration not stated)	-2.1
114	Cc1nc(Nc2ccccc2)[nH]c(=O)c1C	4.2
115	CCc1ccc(CNC(=O)c2ccc(-c3nc(CS(=O)(=O)c4ccccc4)c(C)o3)cc2)cc1	-5.7
116	CCN1C(=O)/C(=C/c2ccc(OC)c(CSc3nc(C)cc(C(F)F)n3)c2)SC1=S	-4.9
117	C=CCC1(O)CC(c2ccccc2)NC(c2ccccc2)C1CC (configuration not stated)	-6.8
118	COc1cccc(CNC(=O)CN(C)S(=O)(=O)c2ccc3c(c2)c(=O)n(C)c(=O)n3C)c1	-1.5

Among those listed so far, three have a tert-butyl group.
entry	compound	RBX1-CUL1 inh
54	COc1ccccc1C1Nc2cc(C(C)(C)C)cc(C(C)(C)C)c2O1 (configuration not stated)	-7.2
64	C[C@H](NC(=O)OC(C)(C)C)c1nnc(SCc2ccc(Cl)cc2Cl)o1	-10.6
99	C=CC1Oc2cc([N+](=O)[O-])ccc2NC12C=C(C(C)(C)C)C(=O)C(C(C)(C)C)=C2 (configuration not stated)	-1.6

The list is partial (hit frequency here may not be typical).
